# TDP1 cell noCPT: qHTS for Inhibitors of human tyrosyl-DNA phosphodiesterase 1 (TDP1): qHTS in cells in absence of CPT. DT40 Tdp1-/- hTDP1 cells, no CPT, ATP luminescence, 48 h. Potency, µM (highest dose often 46.2 µM), inactives show at the top dose activity change, negative = growth inhibition, actives largely listed as inhibitors. 15% of 420,000 active; active = well fitted inhibition curve with a large enough effect; inconclusive = small, poorly fitted or top-dose-only effect; note: nearly all actives have a fitted effect of over 55% in size
#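 Growth of hTDP1-complemented DT40 Tdp1-knockout cells is measured by ATP luminescence after at least 48 hr compound exposure at 37 °C, with DMSO substituting for the 20 nM CPT used in the parallel screen.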
# * marks the source's active call; other numbers are inactive results; ? = inconclusive. % is set by controls: 0 for no effect and ±100 for the full control effect; potency is the fitted concentration of half-maximal effect. These rows are one share of the data; the hit share may differ from the screen's.
SMILES,TDP1 cell noCPT
COC(=O)C1CCN(c2nc(CN(C)C3CCOC3)nc3cc(OC)c(OC)cc23)CC1 (centres undefined),-26.0%
O=C(NC1CCCCC1)C1c2ccccc2OCC(=O)N1Cc1ccc2c(c1)OCO2 (centres undefined),-11.5%
Nc1[nH]c(C(=O)c2ccccc2)c(-c2ccccc2C(F)(F)F)c1C(=O)c1cccs1,23.1µM*
COc1ccc2c(CC(=O)Nc3ccc4nc(N5CCOCC5)sc4c3)coc2c1,?
Cc1cc(C)c2cc(N)c(Cl)nc2n1,-5.7%
COc1ccc(C(=O)N(C)[C@H]2C[C@H]3c4[nH]c5ccccc5c4CCN3C[C@H]2[C@H](C)O)cc1,-65.4%
COc1ccc(NC(=O)c2cccc3c(-c4cnn(C)c4)coc23)cc1,23.1µM*
Oc1cc(-c2cccs2)cc2c1OCCN(Cc1cn[nH]c1-c1ccc(Cl)cc1)C2,?
Cn1c(=O)c2[nH]c(=O)[nH]c2n(C)c1=O,-0.5%
CC(Oc1ccccc1)C(=O)NCC1Cc2cc(F)cc(-c3ccccn3)c2O1 (centres undefined),-22.2%
O=C(COc1ccc(F)cc1Br)Nc1ccccc1N1CCCC1,?
Nn1c(Cc2ccccc2)nnc1Cc1ccccc1,-12.7%
O=C(c1ccoc1)N1CCN(c2cc(-c3ccccc3)nc3cc(-c4ccccc4)nn23)CC1,16.4µM*
O=C1c2ccccc2C(=O)N1Cc1cc(-c2ccc(Cl)cc2)no1,-2.9%
CC1CCCCC12NC(=O)N(CC(=O)NCc1cccs1)C2=O (centres undefined),-7.9%
C[C@H](CO)N1C[C@H](C)[C@@H](CN(C)Cc2ccc(C(=O)O)cc2)OCc2cnnn2CCCC1=O,-1.4%
C#CCN(C[C@@H]1[C@@H](OC(=O)NCc2ccco2)[C@@H](OC(=O)NCc2ccco2)Cn2c(=O)ccc(=O)n21)S(=O)(=O)c1ccc(C)cc1,4.61µM*
CCC1(C2CCN(C(=O)c3cc(C)cc(C)c3)CC2)NC(=O)N(CCc2scnc2C)C1=O (centres undefined),-17.4%
OC1COCOC1C(O)C1OCOCC1O (centres undefined),3.6%
COC(=O)c1ccc2nc(-c3ccc(F)cc3)c(Cc3ccc(C)cc3)n2c1,-27.5%
CC(C)(C)c1ccc(CC(=O)N2CCC2(C)C(=O)NS(=O)(=O)c2ccccc2C(F)(F)F)cc1 (centres undefined),-9.7%
Cc1cc(Br)cn2c(Cc3ccsc3)c(-c3cccc(Br)c3)nc12,-27.9%
O=C(OCc1ccccc1)N1CCC2CC1c1cc(/C=C/CCCSc3ncccn3)ccc12 (centres undefined),23.1µM*
CCN(Cc1ccccc1)c1cc2c(c3c1ccn3C)C1CCC2O1 (centres undefined),?
CNc1c2cccc(C)c2nc2c(C(=O)NCCN(C)C)cccc12,0.184µM*
O=C1[C@H]2[C@@H](c3ccc(C(F)(F)F)cc3)N[C@]3(CCCN(CC4CCCCC4)C3=O)[C@H]2C(=O)N1Cc1ccccc1,23.1µM*
Cc1cc(C(=O)NCC2CCC3(CCN(Cc4ccc5ccccc5c4)CC3)O2)n(C)n1 (centres undefined),16.4µM*
Cc1ccsc1CNC(=O)C1(C)CCCN1CC(C)C (centres undefined),?
COCC(=O)Nc1c(I)c(C(=O)NCC(O)CO)c(I)c(C(=O)N(C)CC(O)CO)c1I (centres undefined),-6.7%
CN(CCc1ccccc1)C(=O)c1ccc(NC(=O)Cc2ccc(NC(=O)C3CCCN(C(=O)C4CCCCC4)C3)cc2)cc1 (centres undefined),?
O=C(CCSCCC(=O)NN=Cc1ccc(F)cc1)NN=Cc1ccc(F)cc1,?
COc1cc(-c2cnc3c(NC=O)cc(-c4ccccc4)cn23)cc(OC)c1OC,0.0461µM*
COC(=O)C1=CN(c2ccc(OC)cc2OC)C(N)=C(C#N)C1c1cccc([N+](=O)[O-])c1 (centres undefined),0.326µM*
Nc1ccn([C@@H]2O[C@H](CNCc3cccc(OC4CCCC4)c3)[C@@H](O)[C@H]2O)c(=O)n1,6.4%
Cc1ccc(S(=O)(=O)N2CCN(C(=O)COC(=O)c3ncc(Cl)c(Cl)c3Cl)CC2)c(C)c1,?
O[C@@H]1CN(Cc2cccs2)[C@@H](c2ccc(Cl)cc2)C[C@H]1n1cc(C2CC2)nn1,?
COc1cc(C=C2C(=O)C=CC2=O)ccc1O,0.259µM*
COc1ccc(C(c2nnnn2C(C)(C)C)N2CCN(C/C=C/c3ccccc3)CC2)cc1 (centres undefined),?
Cc1cccc(C(=O)N2CCC(C)(C(=O)NS(=O)(=O)C3CC3)C2)c1C (centres undefined),7.5%
Nc1nc(SCc2ccccn2)c2ncn(C3CCCC3)c2n1,-5.0%
COc1ccc(C2=Nc3ccccc3N(C(=O)c3ccc(C)cc3)C2C(=O)Nc2c(C)cccc2C)cc1 (centres undefined),?
O=CNc1ccc2c(c1)Cc1cccc(NC=O)c1-2,-2.7%
O=C(Nc1ccccc1[N+](=O)[O-])OCC=Cc1ccccc1,?
Nc1nnc2cc(Cl)ccc2n1,-23.3%
COc1ccc(C(=O)COC(=O)c2cc(=O)c3ccccc3o2)c(OC)c1,-20.6%
COc1ccc(Nc2nc3cc(-c4ccccc4C)sc3c(=O)n2C)cc1OC,?
COc1ccc(S(=O)(=O)N2CCN(c3ncccn3)CC2)cc1,-25.2%
O=C(C[C@H]1C[C@@H]2c3cc(NC(=O)c4cccnc4)ccc3O[C@@H]2[C@H](CO)O1)NCc1ccncc1,-16.2%
NS(=O)(=O)c1ccc(NC(=O)c2cccc3cc4ccccc4nc23)cc1,5.17µM*
COc1cc(Cl)c(CNC[C@H]2O[C@@H](n3ccc(=O)[nH]c3=O)[C@H](O)[C@@H]2O)c(Cl)c1O,?
COc1ccc([C@H]2C[C@H](O)[C@@H](n3cc(-c4ccc(F)cc4)nn3)CN2C(=O)c2cccs2)cc1,?
O=C(Nc1ccc(F)cc1)C(c1ccccc1OC(F)(F)F)N1CCN(c2cccc(C(F)(F)F)n2)CC1 (centres undefined),?
COc1cccc(C(O)c2ncc(-c3cccc(C(F)(F)F)c3)[nH]2)c1 (centres undefined),?
CC1(C)CCC(=NNC(N)=S)CC1,29.1µM*
Cc1cc(C)c(Cn2c(=O)[nH][nH]c2=O)cc1Cn1c(=O)[nH][nH]c1=O,-4.3%
COc1ccc(CCNC(=O)CNC(=O)N2CC(=O)Nc3ccccc32)cc1OC,3.6%
CC(=O)N1CCCC(C)(C(=O)Nc2cccc(OC(C)C)c2)C1 (centres undefined),3.9%
COc1ccc(C2CC=C(C(C)=O)CN2S(=O)(=O)c2ccccc2)cc1 (centres undefined),20.6µM*
C/C(=N\Nc1ccccn1)c1ccc(Br)s1,-16.3%
NC(=O)Cn1nc(-c2ccccc2)nc1-c1ccccc1,-8.3%

# Among those listed so far, these contain an aryl thioether with sulfur outside any ring:
SMILES,TDP1 cell noCPT
O=C(OCc1ccccc1)N1CCC2CC1c1cc(/C=C/CCCSc3ncccn3)ccc12 (centres undefined),23.1µM*
Nc1nc(SCc2ccccn2)c2ncn(C3CCCC3)c2n1,-5.0%

# (next part)
SMILES,TDP1 cell noCPT
CCCNC(=O)C1(C)CCCN(C(=O)c2c(C)noc2C)C1 (centres undefined),11.5%
COC(=O)C1=CN(c2ccc(C(C)(C)C)cc2)C(N)=C(C#N)C1c1ccc(OC)cc1 (centres undefined),?
CC(Oc1ccccc1)C(=O)N1CCC2(CC1)Oc1ccc(F)cc1C(=O)C21CC(c2ccc(Cl)cc2)=NO1 (centres undefined),-11.9%
O=C(COc1ccccc1C(=O)Nc1ccccc1)Nc1cccc(Cl)c1,17.8µM*
CCc1ccccc1N=Cc1c(C)c(C#N)c2[nH]c3ccccc3n2c1=O,-0.4%
CC=C1OC(n2cnc3c(N)ncnc32)C(O)C1O (centres undefined),?
C[C@@H]1CN([C@@H](C)CO)C(=O)CCCn2nncc2CO[C@H]1CN(C)Cc1ccc(C(F)(F)F)cc1,?
COc1cc(O)c(C(C)=O)c2c1C=CC(C)(C)O2,?
CN1CCN(S(=O)(=O)c2cccc(C(=O)N(Cc3ccccc3)c3ccccc3)c2)CC1,?
CC(C)(C)c1ccc(OCC(O)CN2CCOCC2)cc1 (centres undefined),?
Brc1cccc[n+]1Cc1cccc(C[n+]2ccccc2Br)c1,20µM*
COc1ccc(-c2ccc(CN3C(C(C)C)C(=O)N(Cc4cn(Cc5ccco5)nn4)CCS3(=O)=O)cc2)cc1 (centres undefined),20.6µM*
CCOc1cccnc1Sc1ccccc1,-0.7%
CN(C)N1C(=O)/C(=C/c2ccco2)SC1=Nc1ccccc1,?
CN(C)c1ccc(/C=N\Nc2ccc([N+](=O)[O-])cc2[N+](=O)[O-])cc1Br,?
Cc1ncc(Cc2ccccc2)c(C2CCN(S(=O)(=O)C[C@]34CC[C@H](CC3=O)C4(C)C)CC2)n1,14.6µM*
COc1cc(-c2cc(C)c3c(OC)ccc(OC)c3n2)cc2c1OCCN(Cc1cn(C)nc1C)C2,-21.9%
COc1cc(CNC(=O)c2cc(-c3ccc(F)cc3OC)n[nH]2)cc(OC)c1,-9.9%
CCOC(=O)C1=CCN(S(=O)(=O)c2ccc(F)cc2)C1c1cccc(Cl)c1 (centres undefined),?
CCOC(=O)c1c(C)oc(=O)c(CC)c1O,8.9%

# Another view of part of the listing above:
smiles | TDP1 cell noCPT
COc1ccc(-c2ccc(CN3C(C(C)C)C(=O)N(Cc4cn(Cc5ccco5)nn4)CCS3(=O)=O)cc2)cc1 (centres undefined) | 20.6µM*
CCOC(=O)c1c(C)oc(=O)c(CC)c1O | 8.9%
COc1cc(O)c(C(C)=O)c2c1C=CC(C)(C)O2 | ?

# Later entries.
SMILES,TDP1 cell noCPT
COc1cnn(-c2cccc(Cl)c2)c(=O)c1Cl,?
CC(C)(C(=O)N1CCC1(C)C(=O)NS(=O)(=O)c1cccc(Cl)c1)c1ccccc1 (centres undefined),-6.4%
CN(Cc1ccc(Cl)cc1Cl)C(=O)C1CSC2(C)CCC(=O)N12 (centres undefined),16.4µM*
CCCCCNC(=O)C(c1ccnc2ccccc12)n1c(=O)c(-c2cc3ccccc3[nH]2)nc2ccccc21 (centres undefined),?
Cc1cccc(CN(C)C[C@H]2OCc3cnnn3CCCC(=O)N([C@H](C)CO)C[C@@H]2C)c1,-22.9%
CCNC(=O)C1(C)CCN(C(=O)c2ccc(C#N)cc2)C1 (centres undefined),-0.1%
COC(=O)[C@]12CCCCC=C1N(CCC1=CCCCC1)C(=O)[C@H](CC(=O)NCCCN1CCCC1=O)C2,?
O=C(Nc1ccc(F)cc1)C(c1cccc(F)c1)N1CCN(Cc2c(F)cccc2Cl)CC1 (centres undefined),?
CCC(=O)N1CCCC(C)(C(=O)Nc2ccc(C)c(C)c2)C1 (centres undefined),-17.7%
CCN(C(=O)c1cc(OC)c(OC)c(OC)c1)C1CCCCC1,23.1µM*
CC(C)C[C@H]1CN(CCCC[C@H]2CNC(=O)C(=O)N2CCc2ccc(O)cc2)C(=O)C(=O)N1Cc1ccccc1,-6.1%
COCCN1C(=O)CCC1(C)c1nnnn1-c1ccc2c(c1)OCCO2 (centres undefined),-14.7%
COC(=O)C[C@H]1C=C[C@H](NC(=O)Nc2ccccc2OC)[C@@H](CO)O1,-0.7%
CC1(Oc2cccnc2Cl)CCN(Cc2ccc(OC(F)(F)F)cc2)C1 (centres undefined),18.4µM*
OC[C@@H]1CN(CCN2CCOCC2)C[C@H](n2cnc3c(NC4CCC4)ncnc32)O1,7.1%
COc1ccc(-n2c(SCC(=O)Nc3cc(C)on3)nc3c(c2=O)SC(C)C3)cc1 (centres undefined),?
O=c1c2ccccc2oc2cc(C#Cc3ccccn3)ccc12,-0.7%
COC(=O)C1=CCCCC(O)=C1C(=O)OC,-3.4%
C[C@H]1CN([C@@H](C)CO)C(=O)CCCn2nncc2CO[C@H]1CN(C)S(=O)(=O)c1ccc(Oc2ccccc2)cc1,11.6µM*
CSc1ccccc1C(=O)C1CCCN(C(=O)c2cccc(Cn3cccn3)c2)C1 (centres undefined),?

# 5 of the compounds above, tab-delimited:
SMILES	TDP1 cell noCPT
C[C@H]1CN([C@@H](C)CO)C(=O)CCCn2nncc2CO[C@H]1CN(C)S(=O)(=O)c1ccc(Oc2ccccc2)cc1	11.6µM*
OC[C@@H]1CN(CCN2CCOCC2)C[C@H](n2cnc3c(NC4CCC4)ncnc32)O1	7.1%
CCCCCNC(=O)C(c1ccnc2ccccc12)n1c(=O)c(-c2cc3ccccc3[nH]2)nc2ccccc21 (centres undefined)	?
COc1cnn(-c2cccc(Cl)c2)c(=O)c1Cl	?
COC(=O)C[C@H]1C=C[C@H](NC(=O)Nc2ccccc2OC)[C@@H](CO)O1	-0.7%

# Later entries.
SMILES,TDP1 cell noCPT
COCCN1C[C@@H](CO)O[C@@H](n2cnc3c(NC4CC4)ncnc32)C1,2.1%
CCCCCCCCCCCCCCCC[n+]1ccc(C)c2ccccc21,0.794µM*
COc1ccccc1-c1cnc(C(O)c2cccc(F)c2)[nH]1 (centres undefined),-27.7%
COc1ccc(CN2CCC(C)(Oc3ccc(C(C)=O)cc3)C2)c2ccccc12 (centres undefined),?
CC(C)n1nnnc1C1c2ccccc2C(=O)N1Cc1ccccc1 (centres undefined),-28.2%
COc1ccc(C=C(C#N)C(=O)c2ccccc2)cc1,-20.6%
COc1ccc2c(C)cc(=O)oc2c1OCC(O)CN1CCOCC1 (centres undefined),0.9%
CN(C)c1ccc(/C=C\C=C/c2ccnc3ccccc23)cc1,0.1µM*
CCOc1ccc(S(=O)(=O)N2CCN(C(=O)c3ccc(Cl)c(S(=O)(=O)N4CCOCC4)c3)CC2)cc1,?
O=C(c1[nH]c(C(F)(F)F)nc1-c1ccccc1)N1CCC(Cc2ccccc2)CC1,?

# Bioassay records: PubChem BioAssay, National Center for Advancing Translational Sciences (NCATS)
